# HT1080-NT tox – kills 2HG-producing HT-1080-NT fibrosarcoma cells. HT-1080-NT fibrosarcoma viability, CellTiter-Glo ATP luminescence, 48 h. Potency, µM (highest dose often 46.1 µM), inactives show at the highest dose activity, negative = less viability, usual class: cytotoxic. actives 1.6% (n = 360,000). AID 686970;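 further: NT is the 2HG producing partner of a matched IDH1 knockdown line; potency means the concentration at half of the fitted maximal effect; 0% = DMSO-treated cells and -100% = media-only wells without cells; nearly all actives have a fitted effect of over 55% in size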
#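 Compounds were tested in concentration-response format on HT-1080-NT cells for 48 hours at 37 degrees C. Cell viability came from CellTiter-Glo luminescence; curves were classified by r2, response magnitude and activity.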
# MCF10A rereplic – DNA re-replication induction in MCF 10a cells. Potency, µM (highest dose often 46.1 µM), for the others: at the top dose activity, positive = re-replication, usual class: activators. MCF 10A DNA re-replication, Hoechst nuclear intensity, 48 h. actives 2.9% (n = 350,000); further: potency means the concentration at half of the fitted maximal effect; % of control where 0% means no effect; nearly all actives have a fitted effect of over 50% in size
# HT1080 IDH1KD tx – toxicity to HT-1080 IDH1 knockdown cells (counter line); AID 686971; HT-1080 IDH1 knockdown viability, ATP luminescence, 48 h; actives 2% (n = 360,000); Potency, µM (top dose mostly 46.1 µM), without a hit: at the top dose activity, negative = toxicity, hits mostly cytotoxic;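 further: potency means the concentration at half of the fitted maximal effect; 0% = DMSO wells and -100% = cell-free medium wells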
#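 After a 2 h attachment period, IDH1KD HT-1080 cells took pin-transferred compound for 48 h at 37 °C; ATP-based luminescence after 10 min room-temperature reagent incubation reported viability.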
# IL1B secr inh – inhibitors of inflammasome signaling (IL-1 beta secretion); activity change, % at 57.5 µM; actives 4.7% (n = 360,000); AID 743279; THP-1 LPS/ATP IL-1B secretion, AlphaLISA, 16 h; active compounds read low; in the data active means activity change below about -50%; inconclusive means mostly about -30% to -49%; further: on the % scale 0 is the no-effect control and ±100 the full control effect
#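 THP-1 cells pretreated 1 hr with compounds (up to 57.5 uM final), then stimulated with LPS (250 ng/mL final) plus ATP (1.25 mM final); secreted IL-1B measured by AlphaLISA after 16 hr, decreased signal indicating inhibition.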
# KB-3-1 cytotox – KB-3-1 parental cell cytotoxicity; actives 1.4% (n = 400,000); Potency, µM (top dose mostly 46.1 µM), for the others: at the highest dose activity change, negative = cytotoxic, most hits filed as cytotoxic; KB-3-1 viability, CellTiter-Glo ATP luminescence, 72 h; further: potency means the concentration at half of the fitted maximal effect; on the % scale 0 is the no-effect control and ±100 the full control effect; nearly all actives have a fitted effect of over 60% in size
#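 Viability of parental KB-3-1 cells, measured by CellTiter-Glo luminescence, followed a 72 h incubation at 37 °C with pinned compounds in phenol-red-free DMEM containing 10% FBS.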
# GLP1R cytotox – cytotoxicity in counter-screen for GLP-1R inverse agonists | actives 0.13% (n = 410,000) | HEK293 cAMP-luciferase reporter cells, luminescence, 24 h | AID 624418 | Potency, µM (doses to about 38.3 µM), for inactives: at the highest dose activity change, negative = inhibition, actives largely listed as inhibitors;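 further: loss of luciferase light is scored as toxicity; potency means the concentration at half of the fitted maximal effect; on the % scale 0 is the no-effect control and ±100 the full control effect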
#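 MLSMR compounds, 24 hr on cells at 37 deg C/5% CO2; luminescence after luciferase reagent (12 min RT). Inhibition counted as the undesired cytotoxic outcome.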
# DRD3 agonist – agonists of human D3 dopamine receptor. max activation, %. P35462. actives 0.58% (n = 410,000). D3R DiscoveRx beta-arrestin cells, luminescence, 90 min; in the data active means max activation above about 30%; further: 0% is about no effect; mostly tested at two doses, the higher about 12 µM
# Target sequence (P35462 whole entry, looked up): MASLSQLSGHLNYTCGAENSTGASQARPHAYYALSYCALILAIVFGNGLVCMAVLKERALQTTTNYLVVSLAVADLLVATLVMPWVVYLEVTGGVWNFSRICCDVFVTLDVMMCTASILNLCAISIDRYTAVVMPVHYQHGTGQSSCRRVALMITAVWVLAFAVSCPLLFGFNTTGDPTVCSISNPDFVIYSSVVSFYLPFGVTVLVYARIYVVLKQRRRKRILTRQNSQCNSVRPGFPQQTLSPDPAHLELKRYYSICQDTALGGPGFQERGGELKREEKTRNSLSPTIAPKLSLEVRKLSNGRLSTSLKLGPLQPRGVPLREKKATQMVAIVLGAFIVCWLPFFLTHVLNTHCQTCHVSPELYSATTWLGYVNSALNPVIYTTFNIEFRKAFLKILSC
#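 Agonist mode: compounds and dopamine controls were applied to plated cells for 90 min at 37 degrees C after an overnight attachment at 1500 cells/well. Luminescent read-out followed 30 - 60 minutes at room temperature with DiscoveRx detection reagent.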
# KB-V1 MDR tox – kills drug-selected multidrug resistant KB-V1 cells | KB-V1 MDR cells viability, CellTiter-Glo, 72 h | Potency, µM (doses to about 46.1 µM), without a hit: at the top dose activity change, negative = cytotoxicity, actives largely listed as cytotoxic | actives 3.4% (n = 400,000) | AID 1347076; further: potency means the concentration at half of the fitted maximal effect; on the % scale 0 is the no-effect control and ±100 the full control effect; nearly all actives have a fitted effect of over 60% in size
#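 KB-V1, DMEM (no phenol red) + 10% FBS; cpd pin-transferred, titration series; 72 h, 37 degrees C; CellTiter-Glo, luminescence. Data normalized, curve-fit.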
# SW480 rerep – DNA re-replication induction in SW480 cells; SW480 DNA re-replication, Hoechst DNA content imaging, 48 h; Potency, µM (series often up to 46.1 µM), for inactives: at the top dose re-replication activation, most hits filed as activators; actives 1.8% (n = 340,000); further: potency means the concentration at half of the fitted maximal effect; % of control where 0% means no effect; nearly all actives have a fitted effect of over 55% in size
#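 Per well, 250 cells were exposed to pinned compound for 48 hr. Nuclear DNA was visualised with Hoechst (40 min, 37 C) and total object intensity recorded by fluorescence scanning.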
# Active calls of the source: *; ? = inconclusive; / = no result given; [ ] = another dose, or the depositor's remark. Unless noted, the call rests on the fitted dose curve; in most records, active means well fitted curve in the direction sought with a large enough effect; inconclusive means small, poorly fitted or top-dose-only effect, or another doubt; inactive means no such curve, though single readings can be large; an effect the other way counts as inactive or inconclusive.
SMILES,HT1080-NT tox,MCF10A rereplic,HT1080 IDH1KD tx,IL1B secr inh,KB-3-1 cytotox,GLP1R cytotox,DRD3 agonist,KB-V1 MDR tox,SW480 rerep
Cc1nc(NC(=O)/C=C/c2ccco2)sc1C,-12%,?,?,22,4.1µM*,2%,-6,?,8.2µM*
COc1ccccc1-n1cnc2c(c1=O)c1nc3ccccc3nc1n2-c1ccc(C)cc1,11%,-4%,17%,-1,-1%,3%,1,?,-44%[inhibitor]
O=C(CSc1nnc(CNC(=O)c2c(F)cccc2Cl)o1)Nc1cccc(F)c1,/,/,/,/,11%,1%,-2,?,/
Cc1cc(-c2ccc(NS(=O)(=O)c3ccccc3)c(C)c2)ccc1NS(=O)(=O)c1ccccc1,-20%,?,-14%,15,?,-20%,-9,-12%,1%
CN(Cc1ccccc1)C(=O)C(=O)Nc1ccc2nc3n(c(=O)c2c1)CCCCC3,/,/,/,/,0%,-18%,2,-7%,/
COc1ccccc1N1CCN(CC(=O)N2N=CCC2c2ccccc2)CC1 (stereo unspecified),2%,25%,-1%,11,1%,-7%,-14,4%,1%
CCOC(=O)Cn1c(=O)oc2cc(S(=O)(=O)N3CCN(c4ccc(C(C)=O)cc4)CC3)ccc21,/,/,/,/,0%,1%,-3,-25%,/
CCN1C(=O)c2ccccc2S(=O)(=O)c2ccc(C(=O)NCCCN(CC(C)C)CC(C)C)cc21,3%,-11%,3%,-4,-7%,0%,-2,1%,-1%
COc1ccc(S(=O)(=O)NC(N)=NCCc2ccccc2)cc1,-1%,-14%,-1%,-29,-22%,9%,-8,5%,4%
CC(C)c1ccc(OCC(=O)N(Cc2ccco2)C2CCS(=O)(=O)C2)cc1 (stereo unspecified),0%,-4%,2%,-10,13%,-12%,1,-2%,-24%
O=C(NC1=NCCS1)c1ccc(Cl)c(S(=O)(=O)N2CCCCC2)c1,-11%,-1%,-17%,11,14%,-14%,2,?,-8%
COc1ccc(OCC(=O)O/N=C(\N)c2ccc(OC)cc2)cc1,13%,5%,21%,-12,9%,13%,8,0%,2%
CCc1nc2ccc(C(=O)N3CCN(S(=O)(=O)CC)CC3)cn2c1N(CC)CCN(C)C,26%,/,7%,23,0%,1%,-3,3%,/
COc1cccc2cc(-c3nc(-c4ccc(Cl)cc4)cs3)c(=O)oc12,/,/,/,/,-5%,-4%,7,2%,/
Cc1cc2cc(CCNC(=O)c3ccc(Br)o3)c(=O)[nH]c2cc1C,-19%,7%,-10%,21,-1%,-8%,2,-21%,-4%
CCCSc1nsc(NC(=O)CCC)n1,-4%,-4%,-17%,-4,-5%,3%[7.66 µM],-3,-10%,-1%
CC1CC(NC(=O)c2cc3c(=O)n4ccccc4nc3n2C)CC(C)(C)C1 (stereo unspecified),12%,10µM*,0%,-28,14%,223%[activator],28,?,10µM*
CCc1ccc(-n2c(=O)c3c4c(sc3n(CC(=O)c3ccc(Cl)cc3)c2=O)CCC4)cc1,/,/,/,/,11%,16%,-10,37%,/
COCc1cc(CN(C)C(=O)C2CCC(=O)N(Cc3cccc(OC)c3)C2)[nH]n1 (stereo unspecified),25%,1%,-1%,4,-2%,-27%,-12,0%,-2%
CCCN1CCN(C(=O)Cn2nc(C)n3c(cc4c(OC)cccc43)c2=O)CC1,26%,2%,23%,15,-3%,6%,45*,0%,-2%
C/C=C/c1ccc(OCC(=O)OCc2csc(CC(=O)Nc3ccccc3C)n2)c(OC)c1,-1%,1%,11%,0,4%,-1%,0,22%,-6%
S=C(Nc1ccc(Br)cc1)N1CCn2cccc2C1c1cccnc1 (stereo unspecified),-5%,-4%,-26%,-65*,6%,7%,2,-28%,-9%
CC(=O)c1cccc(S(=O)(=O)NC2CCCCCC2)c1,20%,?,16%,17,6%,-4%,4,6%,-4%
CC(NC(=O)CN1CCN(Cc2cccc(F)c2)CC1)c1ccccc1 (stereo unspecified),15%,-7%,10%,12,4%,13%,-25,-26%,1%
CCOc1ccc(OCCn2c(=S)[nH]c3ccccc32)cc1,3%,8%,-4%,-16,-8%,?,-12,-20%,-6%

# (further entries)
SMILES,HT1080-NT tox,MCF10A rereplic,HT1080 IDH1KD tx,IL1B secr inh,KB-3-1 cytotox,GLP1R cytotox,DRD3 agonist,KB-V1 MDR tox,SW480 rerep
COc1ccc(C(=O)NNC2=CC(=O)CC(C)(C)C2)cc1OC,20%,-3%,14%,6,8%,-14%,2,0%,-2%
O=C(CCC1CCCCC1)Nc1c2c(nn1-c1ccc(F)cc1)CS(=O)(=O)C2,-4%,-13%,-18%,4,9%,-11%,-2,?,-6%
CCOc1ccc(/C=N/NC(=O)CCC(=O)Nc2ccc(F)cc2)cc1,-1%,1%,-24%,-20,-12%,-1%,-4,-17%,2%
N#Cc1c(-c2ccccc2)nc(N2CCOCC2)[nH]c1=O,3%,1%,10%,0,5%,-1%,-12,21%,1%
CCc1ccccc1NC(=O)CSc1nnc(-c2ccco2)n1N,1%,-179%[0.0737 µM],-1%,-1,15%,14%,-4,4%,8%
COc1cccc(C(=O)NCC(c2ccc(N(C)C)cc2)N2CCc3ccccc32)c1OC (stereo unspecified),/,/,/,/,9%,0%,4,19%,/
c1ccc2c(c1)ncc1nncn12,/,/,/,/,22%,1%,2,26%,/
Cc1cc2oc(=O)cc(CN(C)Cc3cccc(F)c3)c2cc1C,3%,7%,8%,5,-8%,9%,-1,0%,?
O=C(c1ccco1)N1CCN(c2ncnc3sc4c(c23)CCC4)CC1,-28%,9%,?,0,-6%,5%,1,?,1%
O=C(/C=C/c1ccc(-c2ccccc2)o1)c1ccccc1,2%,?,-3%,-99*,1%,-11%,-13,16%,3%
O=S(=O)(c1cc(F)cc(F)c1)N1CCN(c2ncccn2)CC1,-9%,-3%,-1%,9,-1%,-2%,2,-9%,-1%
COc1ccc(N2CCN(CCCNC(=O)c3ccc4nc(N5CCCCC5)sc4c3)CC2)cc1,/,/,/,/,-7%,2%,-4,-5%,/
Fc1ccccc1N1CCN(c2c3c(nc4nncn24)CCC3)CC1,/,/,/,/,-11%,-10%,6,?,/
CCOC(=O)c1c(C)[nH]c(N=Nc2ccccc2C)c1C,7%,-6%,?,?,-8%,-29%,0,-9%,-4%
O=S(=O)(NCc1cccnc1)c1cccs1,-4%,-1%,8%[9.24 µM],1,11%,5%,3,-1%,5%
Nc1ccn([C@@H]2O[C@H](C(=O)N[C@H](COC=O)Cc3ccccc3)[C@@H](O)[C@H]2O)c(=O)n1,13%,/,4%,0,?,-10%,-10,0%,/
CCCCn1c(CNC(=O)C23CC4CC(CC(C4)C2)C3)nnc1SCC(=O)Nc1ccc(F)cc1,/,/,/,/,14%,-12%,3,4%,/
COc1ccc(NC(=O)c2c(C)oc3ccc(O)c(CN4CCCC4)c23)cc1Cl,/,/,/,/,16%,-2%,13,18%,/
COc1ccc(C(=O)CSc2nnc(Cc3ccccc3)o2)cc1,0%,-8%,3%,-9,-5%,17%,-12,1%,7%
COC(=O)c1c(NC(=O)CSc2nnc(Cn3nnc4ccccc43)n2C)sc(C)c1C,7%,?,-1%,-24,1%,-3%,19,-12%,-2%
CCOC(=O)Cc1csc(NC(=O)COc2ccc(OC)cc2)n1,1%,9%,0%,24,-10%,10%,-5,-8%,-4%
COc1ccc(-c2nc3nc(C)cc(Nc4ccc(C(C)=O)cc4)n3n2)cc1,/,/,/,/,?,-11%,4,?,/
COc1ccc2c3n(nc2c1)CCN=C3c1cc(Cl)c(N)c(Cl)c1,?,25%,?,?,?,-11%,18,?,-1%
Cc1oc(-c2ccc(Cl)cc2)nc1CSCC(=O)NCCCN1CCOCC1,-7%,?,?,-3,-26%,1%,-5,16µM*,3%
O=C(O)c1ccc(NC(CSCc2ccccc2F)C(=O)O)c([N+](=O)[O-])c1 (stereo unspecified),10%,-39%[inhibitor],6%,-12,-3%,-29%,-23,16%,-6%

# Arranged by formula weight (highest first): some entries from above
SMILES,HT1080-NT tox,MCF10A rereplic,HT1080 IDH1KD tx,IL1B secr inh,KB-3-1 cytotox,GLP1R cytotox,DRD3 agonist,KB-V1 MDR tox,SW480 rerep
COc1ccc(NC(=O)c2c(C)oc3ccc(O)c(CN4CCCC4)c23)cc1Cl,/,/,/,/,16%,-2%,13,18%,/
CCc1ccccc1NC(=O)CSc1nnc(-c2ccco2)n1N,1%,-179%[0.0737 µM],-1%,-1,15%,14%,-4,4%,8%
O=S(=O)(NCc1cccnc1)c1cccs1,-4%,-1%,8%[9.24 µM],1,11%,5%,3,-1%,5%

# The list continues:
SMILES,HT1080-NT tox,MCF10A rereplic,HT1080 IDH1KD tx,IL1B secr inh,KB-3-1 cytotox,GLP1R cytotox,DRD3 agonist,KB-V1 MDR tox,SW480 rerep
CCNC(=O)COC(=O)c1ccc(NS(=O)(=O)c2ccc3c(c2)OCCO3)cc1,1%,?,4%,0,0%,-4%,8,2%,-11%
O=C(Oc1ccc(Cl)c2cccnc12)c1ccco1,?,7.3µM*,?,64,?,?,-40,?,?
C=CC(=O)N1C/C(=C/c2ccc(Cl)cc2)C(=O)/C(=C\c2ccc(Cl)cc2)C1,5.8µM*,?,2.9µM*,-115*,?,3.2µM*,-14,0%,1.5µM*
OCC#CCSc1nnc(-c2ccncc2)o1,8%,-84%[0.0737 µM],28%,-4,8%,-15%,1,16%,4%
Cc1ccccc1-c1noc(-c2ccc(NC3CCCC3)c([N+](=O)[O-])c2)n1,/,/,/,/,-4%,7%,6,?,/
O=C(NCCc1ccccc1)C1CCCN(S(=O)(=O)c2cccc3nonc23)C1 (stereo unspecified),-4%,2%,-7%,-4,-10%,5%,-6,?,6%
Cc1nc2sc3c(NCc4ccco4)ncnc3c2c2c1COC(C)(C)C2,-13%,?,?,?,?,-16%,10,18µM*,?
CCOc1ccc(CCNC(=O)c2cnc3sc(N4CCCCC4)nn3c2=O)cc1,/,/,/,/,-12%,-6%,5,-1%,/
c1ccc(CSc2cc3ccccc3[nH]2)cc1,?,10%,-21%,-27,-11%,-6%,-5,16%,-2%
COc1ccc(CN(C)C(=O)c2cc(-c3ccccc3)nc3ccc(C)cc23)c(OC)c1,?,/,?,?,18µM*,?,2,?,/

# Compound activity as filed in PubChem.

# No enrichment for hits; 11% or so of the library scored in one or more.
